A549 viability: counter-screen for Nrf2 inhibitors: cytotoxicity in A549 cells; A549 ARE-Fluc cells, CellTiter-Fluor viability, 18-24 h; Potency, µM (titrated, usually from 46 µM), inactives show at the highest dose activity change, negative = cytotoxicity, most hits filed as inhibitors; hit rate 0.16% among 390,000; AID 504648; further: potency means the concentration at half of the fitted maximal effect; on the % scale 0 is the no-effect control and ±100 the full control effect
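Cytotoxicity counterscreen: CellTiter-Fluor fluorescence was measured in A549 ARE_Fluc cells after 18-24 h of compound exposure in a concentration series. The subsequent BugLite luminescent read reports ARE-luciferase activity.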
Nrf2 activator: activates Nrf2 signaling | AREc32 ARE-luciferase reporter (MCF7-derived line), luminescence, 24 h | Potency, µM (top dose mostly 46.1 µM), without a hit: at the top dose activation, usual class: activators | hit rate 0.31% among 410,000; further: potency means the concentration at half of the fitted maximal effect; % of control where 0% means no effect; nearly all actives have a fitted effect of over 65% in size
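AREc32 cells carrying an ARE-driven firefly luciferase reporter were seeded at 1000 cells/well in OPTI-MEM with 5% FBS, then exposed to compound for 24 hr at 37 deg C. Luminescence was read with Steady-Glo after 30 min at RT.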
ATXN viability: viability counter-screen for ATXN expression inhibitors | S2 cells (HEK-293 line with an ATXN2-luciferase reporter) viability, CellTiter-Fluor protease fluorescence, 24 h | Potency, µM (doses to about 56.7 µM), most hits filed as cytotoxic | hit rate 0.49% among 400,000; further: potency means the concentration at half of the fitted maximal effect; nearly all actives have a fitted effect of over 40% in size
Nrf2 block: blocks Nrf2 signaling; A549 ARE-Fluc reporter, luciferase luminescence, 18-24 h; Potency, µM (top dose mostly 46 µM), for the others: at the top dose activity change, negative = inhibition, actives largely listed as inhibitors; hit rate 2.1% among 360,000; AID 504444; further: potency means the concentration at half of the fitted maximal effect; on the % scale 0 is the no-effect control and ±100 the full control effect; nearly all actives have a fitted effect of over 60% in size
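A549 ARE_Fluc cells (5000/well, 5% FBS OPTI-MEM) pre-incubated 2 h, then treated with compounds 18-24 h at 37C/5% CO2 in concentration-response. CellTiter-Fluor viability read first; BugLite luciferase luminescence after 15 min at room temperature gives Nrf2 activity.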
TGFb inhibitor: blocks TGF-b signaling; HepG2 CAGA-GFP TGF-b/SMAD3 reporter, GFP fluorescence, 18 h; TGF-beta stimulated, 500 pg/mL final; Potency, µM (doses to about 46.1 µM), for the others: at the highest dose activity, negative = inhibition, hits mostly inhibitors; hit rate 1.2% among 410,000; further: potency means the concentration at half of the fitted maximal effect; on the % scale 0 is the no-effect control and ±100 the full control effect; nearly all actives have a fitted effect of over 65% in size
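Using HEPG2 CAGA-GFP reporter cells at 1000 cells/well, we pinned test compounds, stimulated with recombinant TGF-beta (500 pg/mL final) and measured total well GFP after 18 h.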
HepG2 tox: HepG2 cytotoxicity, counter-screen for TGF-b inhibitors. HepG2 CAGA-GFP viability, ATP luminescence, 18 h. Potency, µM (doses to about 46.1 µM), for the others: at the highest dose activity change, negative = cytotoxicity, actives largely listed as cytotoxic. hit rate 0.76% among 410,000. AID 588856; further: potency means the concentration at half of the fitted maximal effect; some results filed as inactive show a strong effect at the top dose
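HepG2 CAGA-GFP cells (1000/well, DMEM with 1% FBS) received compound, then TGF-beta at 500 pg/mL final, and were incubated 18 hours at 37 degrees C. Viability was read by CellTiter-Glo luminescence. Media-only wells were set as complete cell-killing and DMSO as no toxicity.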
MCF10A rerep: inducers of DNA re-replication in MCF 10A breast cells; Potency, µM (series often up to 46.1 µM), for inactives: top-dose activity, positive = re-replication, usual class: activators; MCF 10A DNA re-replication, Hoechst nuclear intensity, 48 h; hit rate 2.9% among 350,000; further: potency means the concentration at half of the fitted maximal effect; % of control where 0% means no effect; nearly all actives have a fitted effect of over 50% in size
ATXN2 expr inh: inhibitors of ATXN2 expression | HEK-293 ATXN2-luciferase reporter, luminescence, 24 h | hit rate 0.72% among 360,000 | AID 1745845 | Potency, µM (doses to about 57 µM), for the others: top-dose activity change, negative = inhibition, most hits filed as inhibitors; further: potency means the concentration at half of the fitted maximal effect; on the % scale 0 is the no-effect control and ±100 the full control effect; nearly all actives have a fitted effect of over 55% in size
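ATXN2-luciferase reporter cells (luciferase flanked by upstream and downstream ATXN2 gene portions) were treated 24 h at 37 °C with compounds at up to 57 uM. SteadyGlo luminescence gave expression; GF-AFC fluorescence gave viability.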
IL-1B inflam inh: inhibitors of inflammasome signaling (IL-1 beta secretion); THP-1 LPS/ATP IL-1B secretion, AlphaLISA, 16 h; active compounds read low; hit rate 4.7% among 360,000; activity change, % at 57.5 µM; AID 743279; in the data active means activity change below about -50%; inconclusive means mostly about -30% to -49%; further: on the % scale 0 is the no-effect control and ±100 the full control effect
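THP-1 cells pretreated 1 hr with compounds (up to 57.5 uM final), then stimulated with LPS (250 ng/mL final) plus ATP (1.25 mM final); secreted IL-1B measured by AlphaLISA after 16 hr, decreased signal indicating inhibition.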
* marks the source's active call; other numbers are inactive results; i = inactive; u = inconclusive; x = no result given; & = joins results of further samples; [ ] = another dose, or the depositor's remark. Unless noted, the call rests on the fitted dose curve; in most records, active means well fitted curve in the direction sought with a large enough effect; inconclusive means small, poorly fitted or top-dose-only effect, or another doubt; inactive means no such curve, though single readings can be large; an effect the other way counts as inactive or inconclusive.

SMILES	A549 viability	Nrf2 activator	ATXN viability	Nrf2 block	TGFb inhibitor	HepG2 tox	MCF10A rerep	ATXN2 expr inh	IL-1B inflam inh
O=C(O)c1cc(N2C(=O)C3C4C=CC(C4)C3C2=O)ccc1NCc1cccnc1 (stereo unspecified)	-3.0%	0.6%	i	5.9%	0.0%	2.8%	0.5%	0.4%	-2.9
CCOC(=O)C1CCN(C(=O)N2CCOCC2)CC1	0.7%	0.5%	i	0.2%	-0.5%	-21.2%	-7.9%	-3.8%	5.8
COc1ccc(N(C(=O)c2ccncc2)S(=O)(=O)c2cccc([N+](=O)[O-])c2)cc1	2.9%	0.2%	i	6.8%	0.0%	-82.4%	12.9%	-21.1%	4.1
O=C(CN1CCN(Cc2ccccc2)CC1)Nc1ccc(Cl)cc1	6.6%	0.4%	i	2.6%	4.1%	-5.6%	8.6%	x	-0.8
Cc1c(-c2cccc(NC(=O)Nc3ccccc3)c2)nc2ncccn12	9.6%	0.8%	x	x	-4.5%	-8.4%	x	x	x
COC(=O)c1ccccc1NC(=O)Nc1c(C)n(C)n(-c2ccccc2)c1=O	-5.3%	-0.3%	i	4.4%	4.8%	0.4%	1.8%	0.3%	0.0
O=C(/C=C/c1ccc(Cl)c(C(F)(F)F)c1)N1CCN(c2ccccn2)CC1	1.1%	-0.5%	i	-13.7%	3.1%	-13.4%	5.8%	-19.9%	-9.8
C=CCn1c(SCC(=O)N2CCN(C(=O)c3ccco3)CC2)nc2sc(CC)cc2c1=O	-0.5%	1.7%	i	u	1.1%	-3.2%	-0.3%	4.6%	-28.8
O=C(NC(=S)NCCCN1CCOCC1)c1ccc(Br)cc1	-11.3%	1.0%	i	3.5%	-10.9%	-18.7%	-6.2%	11.2%	32.9
COc1ccccc1NS(=O)(=O)c1ccc(C(=O)N2CCCCCCC2)cc1	-4.0%	-1.7%	i	-10.0%	u	-4.1%	-3.8%	-11.8%	11.4
Cc1cc(NC(=O)CCCSc2nc(-c3ccco3)cc(C(F)(F)F)n2)n(-c2ccccc2)n1	-17.0%	3.1%	i	25.9µM*	u	-9.2%	15.3%	-14.9%	-27.1
CCOC(=O)C1=C(C)Nc2ccc(C)cc2S1	1.5%	7.1%	i	10.9%	1.2%	-14.0%	10.0%	5.1%	u
O=C(COc1ccc2ccccc2c1)N1CCN(C(=O)c2cccnc2)CC1	-7.7%	-0.4%	i	-15.0%	-4.2%	-9.5%	0.1%	3.8%	17.0
N#CN=C1CCCCCN1CC(N)=O	-4.8%	-0.6%	i	5.6%	1.5%	2.5%	2.3%	1.7%	-5.0
Nc1nc(CN2CCN(Cc3ccc4c(c3)OCO4)CC2)nc(Nc2ccccc2)n1	8.6%	-0.5%	i	0.1%	-20.4%	-10.6%	u	7.8%	-18.9
CC(C)C[C@H]1CNC(=O)C(=O)N1C[C@@H]1CCCN1C[C@H](Cc1ccc(O)cc1)N1C[C@H](Cc2ccccc2)N(CC2CCCCCC2)C(=O)C1=O	x	-0.9%	u	x	x	x	x	-18.9%	-2.7
Cc1c(C(=O)NC2CCN(Cc3ccccc3)C2)oc2c(Cl)cccc12 (stereo unspecified)	-11.1%	3.0%	i	7.8%	1.2%	-15.2%	16.4µM*	-25.6%	-88.1*
Cc1cccc(OCC(=O)NNC(=O)CCc2ccccc2)c1	0.2%	-0.3%	i	-0.9%	-5.8%	6.6%	-2.6%	-25.9%[11.3 µM]	14.3
Cc1ccc(C(=O)O/N=C(\N)c2ccccn2)cc1	-6.7%	-3.5%	i	u	-5.8%	-39.7%	1.1%	12.6µM*	-22.7
CCOC(=O)N1CCN(C(=O)C2CCC(=O)N(Cc3ccccc3OC)C2)CC1 (stereo unspecified)	x	2.4%	i	x	-9.0%	-3.8%	x	x	16.3
COc1ccc(OC)c(S(=O)(=O)Nc2cccc(-c3ccc(N4CCCCCC4)nn3)c2)c1	0.7%&-6.1%	7.6%&0.4%	i	2.7%	u	5.7%&-19.7%	u	24.1%	-5.9
O=C(CSc1nnc(-c2ccc(Cl)cc2)c(-c2ccc(Cl)cc2)n1)NC1CCCC1	0.5%	4.7%	x	x	0.0%	-0.1%	x	x	x
O=C(Nc1ccccc1-c1nnc(SCc2ccccc2Cl)o1)c1ccccc1	-16.0%	-0.5%	i	-9.8%	3.1%	-6.0%	u	-13.6%	27.9
Cc1oc2c(c1C(=O)c1ccccc1)C(=O)C(=O)c1ccccc1-2	u	-3.2%	x	x	u	4.47µM*	u	3.55µM*	-88.3*
COc1ccc(CNC(=O)C2CSCCS2)cc1 (stereo unspecified)	4.6%	0.2%	i	u	5.1%	-1.0%	1.2%	10.5%	-11.5
O=S(=O)(NCCC1=CCCCC1)c1cccc(S(=O)(=O)N2CCOCC2)c1	6.2%	0.5%	i	u	-0.6%	-85.0%	2.5%	-26.8%	31.7
Cc1c(NC(=O)c2cc(-c3ccc(O)cc3)on2)c(=O)n(-c2ccccc2)n1C	-5.2%&-2.9%	-0.4%&0.0%	u	-25.3%&5.0%	2.6%&21.6%	3.0%&-10.1%	19.8%	u	8.6
CN1CCN(C2CN(Cc3ccccc3)S(=O)(=O)C2)CC1 (stereo unspecified)	x	0.4%	i	x	-8.5%	0.0%	x	7.3%	21.5
CC(C)CNC(=O)c1cc(-c2ccco2)on1	3.3%	3.9%	i	x	10.1%	1.9%	-1.5%	-8.8%	-20.1
CS(=O)(=O)N1CCN(c2ccc(NC(=O)C(c3ccccc3)c3ccccc3)cc2)CC1	18.3%[1.84 µM]	-0.4%	i	-26.3%	-19.8%	-30.3%	-12.4%	-3.3%	-14.7
Cc1cc(C)cc(NS(=O)(=O)c2ccc3[nH]c(=O)[nH]c3c2)c1	-8.5%	0.2%	i	3.9%	-4.5%	-8.1%	-0.7%	3.0%	-0.4
O=C1C(=O)c2ccccc2C([O-])=C1[n+]1ccccc1	-7.6%	3.0%	i	u	1.8%	-2.5%	-11.9%	-13.4%	21.4
COc1ccc(CNC(=O)c2ccc(N3CCC4(CC3)CC(c3ccc(Cl)cc3)=NO4)c([N+](=O)[O-])c2)cc1	-9.0%	-0.3%	i	-19.7%	-17.4%	-6.7%	2.1%	-10.9%	-9.7
CN(Cc1cccnc1)C(=O)c1ccc(Cl)c(NS(=O)(=O)c2ccc(F)cc2)c1	-9.5%	-0.8%	i	-15.1%	-1.1%	-3.9%	13.7%	2.1%	9.0
Cc1oc(C(C)(C)C)cc1-c1cc(NC(=O)c2ccc([N+](=O)[O-])cc2)n[nH]1	5.3%	5.5%	i	3.4%	40.8%[activator]	17.0%	u	17.1%	-63.3*
CC(C)(C)c1ccc(C(=O)N2CCC2(C)C(=O)Nc2cccc(C#N)c2)cc1 (stereo unspecified)	x	0.3%	i	x	-13.8%	-21.5%	x	-17.6%	-1.3
Cc1ccc(-n2c(=O)c3sccc3n(CC(=O)NC3CCCCC3)c2=O)cc1	-5.3%	0.0%	i	-14.2%	-1.4%	2.1%	1.0%	4.6%	7.0
COc1ccccc1/C=N\NC(=O)c1c(C)nc2ccc(Cl)cn12	6.9%	-0.3%	i	1.5%	12.8%	22.4%	9.4%	-12.8%	19.0
COc1ccc(C2/C=C\CN(C(=O)c3ccccc3)C(C)C(=O)N2Cc2ccc(F)cc2)cc1 (stereo unspecified)	-2.5%	x	x	-17.4%	-24.5%	-14.2%	x	x	x
C=CCCC(=O)N1C[C@H]2CCN(C)[C@H]2C[C@H]1c1ccccc1	x	0.2%	i	x	-26.4%	-78.7%	x	-8.5%	6.9
Cc1cc(S(=O)(=O)Nc2c(C)ccc3nsnc23)ccc1F	3.4%	-0.2%	i	-63.3%	11.9%	-19.3%	u	-7.0%	-8.9
CC1=C(C(=O)OC(C)C)C(c2cccnc2)C2=C(CCCC2=O)N1 (stereo unspecified)	-2.9%	3.4%	i	-8.1%	1.9%	-12.6%	u	5.1%	-4.2
Cc1cc(Cl)ccc1OCC(=O)NCCOC(=O)Nc1sc(=S)n(C)c1C	-1.8%	2.2%	i	-13.8%	u	12.4%	-1.9%	-1.5%[11.3 µM]	-8.8
CC(C)(C)c1ccc(OC(=O)c2ccc3snnc3c2)cc1	-1.0%	-0.3%	i	5.8%	0.0%	11.8%	-0.3%	-3.6%	12.4
COc1cc2sc3ccc(-c4ccc5[nH]ccc5c4)cc3c(=O)c2cc1OC	-2.1%	3.9%	i	3.0%	-14.0%	-0.8%	16.9%	65.6%[activator]	-16.5
COCCNCc1ccccc1[N+](=O)[O-]	0.4%	-0.3%	i	14.1%	-17.5%	-7.7%	-37.6%[inhibitor]	5.6%	48.4
Cc1oc(C)c2c(=O)cc(-c3ccc4c(c3)OCO4)cc(OC(=O)c3ccccc3Br)c12	-21.4%	5.0%	u	-14.7%	70.9%[activator]	-14.5%	x	-17.5%	x
C/C(=N\NC(=O)c1ccc2c(c1)OCO2)c1ccco1	-3.1%	-1.2%	i	u	0.8%	-35.8%	3.4%	-29.8%	13.0
Cc1ccc(S(=O)(=O)N2CCOCC2)cc1NC(=O)CN(C)CC(=O)Nc1cccc(F)c1	x	-0.2%	i	x	-11.4%	-11.1%	x	x	-16.0
CC(C)Cn1cc(NC(=O)NCc2cccc(Cl)c2)c2ccccc2c1=O	2.5%	1.1%	i	-25.0%	-2.8%	-80.9%	x	-5.5%	x
